Source: PubChem BioAssay (ICCB-Longwood Screening Facility, Harvard Medical School)
PV pol inh: poliovirus RNA polymerase inhibition. poliovirus polymerase elongation, fluorescence polarization; active compounds read low. % elongation, % (compound at 16.7 µg/mL). actives 0.66% (n = 150,000); in the data active means % elongation below about 90%; further: some results filed as inactive read as strong as hits
Target sequence (P03300 1749-2209 limits assumed): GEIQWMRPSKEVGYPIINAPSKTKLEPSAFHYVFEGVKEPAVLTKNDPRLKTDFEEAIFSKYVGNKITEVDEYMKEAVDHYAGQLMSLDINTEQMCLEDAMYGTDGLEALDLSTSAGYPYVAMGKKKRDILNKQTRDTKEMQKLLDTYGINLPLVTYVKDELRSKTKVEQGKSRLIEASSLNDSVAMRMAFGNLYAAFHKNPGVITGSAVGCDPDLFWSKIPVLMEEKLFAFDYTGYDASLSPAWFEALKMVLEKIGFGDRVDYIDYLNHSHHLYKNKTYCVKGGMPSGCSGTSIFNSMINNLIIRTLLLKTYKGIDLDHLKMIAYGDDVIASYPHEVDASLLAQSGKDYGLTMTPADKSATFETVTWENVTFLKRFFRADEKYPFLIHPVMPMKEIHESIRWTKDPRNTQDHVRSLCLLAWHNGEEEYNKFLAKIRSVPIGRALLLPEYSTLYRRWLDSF
PV pol inh FP z-score: recorded beside PV pol inh, whose call it bears; z-score; measured here: FP z-score; hits read low
* = called active by the depositor; & = joins results of further samples. A portion of the library (hit frequency here may not be typical).

What do the screens show for `S=c1nc(-c2ccccc2)n(CC2CCCO2)c2c1CCCC2` (centres undefined)?
PV pol inh: 102; PV pol inh FP z-score: 0.1

Results for Cc1cc(NC(=O)c2ccc(N3C(=O)CCC3=O)cc2)nc2c1c(=O)oc1ccccc12 ?
PV pol inh: 99; PV pol inh FP z-score: -1.3

Results for COc1ccc(CCN2C(=O)N(c3cccc(OC)c3)C(=O)C2CC(=O)Nc2ccccc2)cc1 (centres undefined) ?
PV pol inh: 109; PV pol inh FP z-score: 0.5

What do the screens show for `Cc1ccc(Cl)cc1N1CCN(C(=O)c2ccc3c(c2)N(Cc2ccccc2)CCS3)CC1`?
PV pol inh: 105; PV pol inh FP z-score: 0.3

How did Cc1ccc(Cn2c(C(=O)O)c(CNCCc3cccs3)c3ccc(C)cc32)cc1 do in these assays?
PV pol inh: 112; PV pol inh FP z-score: 0.9

Results for CCOc1cc(-c2nnc(SCC(=O)NC3CCCC3)nc2-c2ccc(OC)c(OCC)c2)ccc1OC ?
PV pol inh: 109; PV pol inh FP z-score: 0.6

What do the screens show for `Cc1ccc(NC(=O)Cn2cnc3c2c(=O)n(C)c(=O)n3C)cc1C`?
PV pol inh: 107; PV pol inh FP z-score: 0.4

How did COc1ccc(C(=O)Nc2cc(C)c(O)c(S(=O)(=O)c3ccc(Cl)cc3)c2C)cc1 do in these assays?
PV pol inh: 108; PV pol inh FP z-score: 0.4

How did CC1(C)CC(=O)C=C(Nc2ccc(O)cc2)C1 do in these assays?
PV pol inh: 101; PV pol inh FP z-score: 0

How did CC1=C(C(=O)Nc2ccccc2Cl)C(c2cccs2)n2ncnc2N1 (centres undefined) do in these assays?
PV pol inh: 102; PV pol inh FP z-score: -0.9

How did O=C(N/N=C1/C(=O)c2cccc3cccc1c23)c1ccc2c(c1)OCO2 do in these assays?
PV pol inh: 102; PV pol inh FP z-score: -0.1

What do the screens show for `CC(Cc1c[nH]c2ccccc12)NC(=O)c1ccco1` (centres undefined)?
PV pol inh: 104; PV pol inh FP z-score: 0.5

Part of the list above in order of length of the SMILES, smallest number first.
How did CC1(C)CC(=O)C=C(Nc2ccc(O)cc2)C1 do in these assays?
PV pol inh: 101; PV pol inh FP z-score: 0

What do the screens show for `S=c1nc(-c2ccccc2)n(CC2CCCO2)c2c1CCCC2` (centres undefined)?
PV pol inh: 102; PV pol inh FP z-score: 0.1

What do the screens show for `Cc1ccc(NC(=O)Cn2cnc3c2c(=O)n(C)c(=O)n3C)cc1C`?
PV pol inh: 107; PV pol inh FP z-score: 0.4

Results for Cc1cc(NC(=O)c2ccc(N3C(=O)CCC3=O)cc2)nc2c1c(=O)oc1ccccc12 ?
PV pol inh: 99; PV pol inh FP z-score: -1.3

Results for CCOc1cc(-c2nnc(SCC(=O)NC3CCCC3)nc2-c2ccc(OC)c(OCC)c2)ccc1OC ?
PV pol inh: 109; PV pol inh FP z-score: 0.6

Next results follow.
Results for O=C1NCCCC1C(=O)N1CCCCC1 (centres undefined) ?
PV pol inh: 104; PV pol inh FP z-score: 0.2

How did O=C1Cn2nnc(C(=O)c3ccccc3)c2C2(CCCCC2)O1 do in these assays?
PV pol inh: 104; PV pol inh FP z-score: 0.1

What do the screens show for `CCOc1ccc(S(=O)(=O)Nc2ccc3c(c2)CCCN3C(=O)c2cccs2)cc1`?
PV pol inh: 112; PV pol inh FP z-score: 1

What do the screens show for `Cc1onc(-c2c(F)cccc2Cl)c1C(=O)NC(=S)NC1CCSC1=O` (centres undefined)?
PV pol inh: 103; PV pol inh FP z-score: 0.3

What do the screens show for `CC1(C)C2CCC1(CS(=O)(=O)NCc1ccc(Cl)cc1Cl)C(=O)C2` (centres undefined)?
PV pol inh: 101; PV pol inh FP z-score: -0.4

Results for Cc1cc(/C=C2/C(=N)N3C(=NC2=O)SN=C3S(=O)(=O)C(C)C)c(C)n1Cc1ccccc1 ?
PV pol inh: 97; PV pol inh FP z-score: -1

What do the screens show for `COc1cccc(CNC(=O)Cn2c(SCC(=O)Nc3ccc(F)cc3)nc3ccccc32)c1`?
PV pol inh: 112; PV pol inh FP z-score: 1

Results for CCOc1ccccc1C(=O)N1CCN(C(=O)c2ccccc2)CC1 ?
PV pol inh: 105; PV pol inh FP z-score: 0.5

How did COc1ccccc1OCc1nc(C#N)c(NCCCn2ccnc2)o1 do in these assays?
PV pol inh: 100; PV pol inh FP z-score: -0.5

How did O=C(COc1ncnc2ccccc12)N1CCCC1 do in these assays?
PV pol inh: 100; PV pol inh FP z-score: -0.5

Results for COc1ccccc1-c1nc(N)n[nH]1 ?
PV pol inh: 99; PV pol inh FP z-score: -0.5

What do the screens show for `CCn1c(CCC(=O)O)nc2cc(S(N)(=O)=O)ccc21`?
PV pol inh: 64*; PV pol inh FP z-score: -6.5*

How did CCS(=O)(=O)c1cccc(C(=O)N2CCN(c3nc4c(C)ccc(Cl)c4s3)CC2)c1 do in these assays?
PV pol inh: 105; PV pol inh FP z-score: -0.5

What do the screens show for `COc1ccc(C)cc1NC(=O)C(NS(=O)(=O)c1cccs1)c1ccccc1` (centres undefined)?
PV pol inh: 103; PV pol inh FP z-score: 0

What do the screens show for `O=C(/C=C/Sc1nc2cc(Cl)ccc2s1)c1ccc(F)cc1`?
PV pol inh: 103; PV pol inh FP z-score: -0.2

How did CCN(Cc1ccncc1)C(=O)C1CCCO1 (centres undefined) do in these assays?
PV pol inh: 99; PV pol inh FP z-score: -1.6

Results for CC(C)(C)CC(C)(C)NCc1ccccc1OCC(N)=O ?
PV pol inh: 100; PV pol inh FP z-score: -1

What do the screens show for `CCN(C(=O)c1cc(S(=O)(=O)N2CCOCC2)cn1C)c1ccc(OC)cc1`?
PV pol inh: 109; PV pol inh FP z-score: 0.5

Results for Cc1nc(-c2ccc(S(=O)(=O)Nc3cc(Cl)ccc3C)cc2)co1 ?
PV pol inh: 115; PV pol inh FP z-score: 1.7

What do the screens show for `Cn1c(=O)cc(OCC(=O)N2CCCC2)c2ccccc21`?
PV pol inh: 102; PV pol inh FP z-score: 0

How did O=C(CCc1nc2cccnc2n1-c1ccccc1)NCc1ccc(CN2CCOCC2)o1 do in these assays?
PV pol inh: 101; PV pol inh FP z-score: 0.2

What do the screens show for `O=C(Nc1cccc(Cl)c1)c1cc(-c2ccc3c(c2)OCO3)on1`?
PV pol inh: 109; PV pol inh FP z-score: 0.9

Results for NC(=S)c1[nH]nc2c1[nH]c1ccccc12 ?
PV pol inh: 98; PV pol inh FP z-score: -0.6

Results for Cc1ccc(CNC(=O)c2ccccc2NC(=O)c2nsc3ccccc23)cc1 ?
PV pol inh: 108; PV pol inh FP z-score: 0.2

How did O=C(CSC1=Nc2ccccc2C2CC=NN12)Nc1ccc2c(c1)CCC2 (centres undefined) do in these assays?
PV pol inh: 3.0*; PV pol inh FP z-score: -7.4*

Results for Cc1nc2nc(SCC(=O)Nc3cccc(Cl)c3)nn2c(C)c1Cc1ccccc1 ?
PV pol inh: 109; PV pol inh FP z-score: 0

Results for CCOC(=O)c1c(NC(=O)c2cc(CC(C)C)on2)sc(C(C)=O)c1C ?
PV pol inh: 81*; PV pol inh FP z-score: -3.4*

How did N#CC(C#N)=C1C=C2C=C(NCc3ccccc3)CCC2CC1 (centres undefined) do in these assays?
PV pol inh: 45; PV pol inh FP z-score: -6

What do the screens show for `CN1C(=O)C(O)N(c2ccc(Cl)c(Cl)c2)C1=O` (centres undefined)?
PV pol inh: 100; PV pol inh FP z-score: -0.5

What do the screens show for `O=C(C1COc2ccccc2O1)N1CCN(c2nc3ccc(F)cc3s2)CC1` (centres undefined)?
PV pol inh: 99; PV pol inh FP z-score: -2

What do the screens show for `CCOc1ccccc1NC(=O)C(NS(=O)(=O)c1cccc2nsnc12)c1ccccc1` (centres undefined)?
PV pol inh: 98; PV pol inh FP z-score: -0.9

What do the screens show for `Cc1ccnc2nc(C(=O)Nc3ccc(Cl)cc3F)nn12`?
PV pol inh: 103; PV pol inh FP z-score: 0.2

How did CCOc1ccc(/C=N/n2c(C)csc2=Nc2ccc(C)cc2)c(O)c1 do in these assays?
PV pol inh: 108; PV pol inh FP z-score: 0.1

How did COc1cccc2c1C(=O)C1C(O)=C3C(=C(O)C1C2=O)C[C@@](O)(C(=O)CO)C[C@@H]3OC1CC(N)C(O)C(C)O1 (some centres undefined) do in these assays?
PV pol inh: 56&67; PV pol inh FP z-score: -8.4&-2

How did COc1ccc(-n2c(SCc3ccc(C#N)cc3)nc3ccccc32)cc1 do in these assays?
PV pol inh: 101; PV pol inh FP z-score: 0

What do the screens show for `C=CCN(Cc1cc(=O)n2ccsc2n1)S(=O)(=O)c1ccc(Cl)cc1`?
PV pol inh: 103; PV pol inh FP z-score: 0.4

Results for COc1ccc(N2CCN(C(=O)c3cc4c(-c5ccccc5F)nn(C)c4s3)CC2)cc1 ?
PV pol inh: 104; PV pol inh FP z-score: 0.1

What do the screens show for `Cc1ccc2ncc(-c3ccc4cc(C)ccc4n3)cc2c1`?
PV pol inh: 103; PV pol inh FP z-score: 0.4

Results for COc1ccc(S(=O)(=O)N2CCN(C(=S)NC3CCCCC3)CC2)cc1 ?
PV pol inh: 103; PV pol inh FP z-score: 1.5

Results for CC(=O)Nc1sc(C)c(C)c1C(=O)OCC(=O)c1cc(C)n(C)c1C ?
PV pol inh: 100; PV pol inh FP z-score: -0.2

Results for CCc1ccccc1N(CC)C(=O)C1CCN(c2ncnc3c2nc2n3CCCCC2)CC1 ?
PV pol inh: 111; PV pol inh FP z-score: 1

What do the screens show for `Cc1cc(NC(=O)Cc2cn3ccsc3n2)n(-c2ccccc2)n1`?
PV pol inh: 104; PV pol inh FP z-score: 0.9

Results for CCc1nnc2c(NCC3CCCN3CC)nc3ccccc3n12 (centres undefined) ?
PV pol inh: 101; PV pol inh FP z-score: -0.1

What do the screens show for `CC(C)C(NC(=O)c1ccc(Cl)cc1)C(=O)Nc1cccc(-n2cnnn2)c1` (centres undefined)?
PV pol inh: 102; PV pol inh FP z-score: 0

How did Cc1ccc(CNC(=O)c2cnn(-c3ccccc3)c2-n2cccc2)cc1 do in these assays?
PV pol inh: 103; PV pol inh FP z-score: 0.5

What do the screens show for `COCCN(C(C)=O)c1nnc(-c2cccnc2)s1`?
PV pol inh: 101; PV pol inh FP z-score: -0.1

Results for COc1ccc(C(O)CNc2ccc(C)cc2)cc1 (centres undefined) ?
PV pol inh: 98; PV pol inh FP z-score: -0.5

How did CC(=O)c1cccc(NCc2ccccc2-c2nnc(-c3ccccc3)o2)c1 do in these assays?
PV pol inh: 101; PV pol inh FP z-score: -1.1

Results for CC1CCCN(C(=O)c2ccc(NS(=O)(=O)c3cccs3)cc2)C1 (centres undefined) ?
PV pol inh: 99; PV pol inh FP z-score: -0.1

Results for Cc1ccc(N/C(N)=N/c2nc(C(F)(F)F)cc(C(F)(F)F)n2)cc1 ?
PV pol inh: 99; PV pol inh FP z-score: -0.5

How did OC1CCN(Cc2ccccc2)CC1 do in these assays?
PV pol inh: 112; PV pol inh FP z-score: 1.2

What do the screens show for `Cc1cn2c(=O)cc(COc3ccc(NC(=O)c4ccc(C(C)(C)C)cc4)cc3)nc2s1`?
PV pol inh: 101; PV pol inh FP z-score: -1.1

How did O=C(COc1c(Br)cc(Br)c2cccnc12)N1CCNC1=O do in these assays?
PV pol inh: 103; PV pol inh FP z-score: 0.2

What do the screens show for `Cc1ccc(CNC(=O)c2ccc(N3CCCC3)c(NC(=O)Nc3ccc(C)cc3)c2)cc1`?
PV pol inh: 109; PV pol inh FP z-score: 0.6

How did Cc1ccc(C)c(C(=O)CSc2nnc(-c3cccc(S(=O)(=O)N4CCOCC4)c3)o2)c1 do in these assays?
PV pol inh: 103; PV pol inh FP z-score: 0.2

How did Cc1ccc(N(CCO)S(=O)(=O)c2ccc(NC3=NS(=O)(=O)c4ccccc43)cc2)cc1 do in these assays?
PV pol inh: 101; PV pol inh FP z-score: -0.5

Results for COc1ccc(CCN2C(=O)CC(=O)NC2=S)cc1OC ?
PV pol inh: 100; PV pol inh FP z-score: -0.3

Results for CCCCC(=O)Nc1ccc(C(=O)NCc2cccnc2)cc1 ?
PV pol inh: 102; PV pol inh FP z-score: 0.9

How did COc1cccc(Cn2c(-c3nonc3NC(C)=O)nc3ccccc32)c1 do in these assays?
PV pol inh: 109; PV pol inh FP z-score: 0.6

What do the screens show for `Cc1sc2nc(CSC(C)C(=O)NC3(C#N)CCCCC3)[nH]c(=O)c2c1C` (centres undefined)?
PV pol inh: 132; PV pol inh FP z-score: 4.2

Gathered by group, the entries above containing a COOH group
How did Cc1ccc(Cn2c(C(=O)O)c(CNCCc3cccs3)c3ccc(C)cc32)cc1 do in these assays?
PV pol inh: 112; PV pol inh FP z-score: 0.9

What do the screens show for `CCn1c(CCC(=O)O)nc2cc(S(N)(=O)=O)ccc21`?
PV pol inh: 64*; PV pol inh FP z-score: -6.5*

Additional entries follow:
What do the screens show for `Cc1noc(C)c1-c1nc(CN2C(=O)c3ccccc3S2(=O)=O)no1`?
PV pol inh: 105; PV pol inh FP z-score: 0.1

How did CCSc1nc2n(n1)C(c1ccc(CC)cc1)C(C(=O)Nc1ccccc1OC)=C(C)N2 (centres undefined) do in these assays?
PV pol inh: 108; PV pol inh FP z-score: 0.3

What do the screens show for `C=CCNC(=O)c1cccc(Br)c1`?
PV pol inh: 103; PV pol inh FP z-score: 0.4

Results for Cc1cc(NO)nc(-c2ccc(Br)cc2)n1 ?
PV pol inh: 99; PV pol inh FP z-score: -0.6

Results for Cc1cccc(OCCn2c(SCCC(=O)O)nc3ccccc32)c1 ?
PV pol inh: 101; PV pol inh FP z-score: 0

How did Cc1ccc(CNC(=O)c2sc3nc(C)cc(C)c3c2-n2cccc2)cc1 do in these assays?
PV pol inh: 101; PV pol inh FP z-score: -1.4
